STK33 inh: STK33 kinase inhibitors, primary screen, biochemical, luminescence, ADP-Glo, MBP substrate; Serine/threonine-protein kinase 33 (Homo sapiens), Q9BYT3; inhibition, % at 12.5 µM; 27,000 compounds, 0.44% hits; AID 2322, 2010; in the data active = inhibition above about 20%
Target sequence (Q9BYT3 whole entry, looked up): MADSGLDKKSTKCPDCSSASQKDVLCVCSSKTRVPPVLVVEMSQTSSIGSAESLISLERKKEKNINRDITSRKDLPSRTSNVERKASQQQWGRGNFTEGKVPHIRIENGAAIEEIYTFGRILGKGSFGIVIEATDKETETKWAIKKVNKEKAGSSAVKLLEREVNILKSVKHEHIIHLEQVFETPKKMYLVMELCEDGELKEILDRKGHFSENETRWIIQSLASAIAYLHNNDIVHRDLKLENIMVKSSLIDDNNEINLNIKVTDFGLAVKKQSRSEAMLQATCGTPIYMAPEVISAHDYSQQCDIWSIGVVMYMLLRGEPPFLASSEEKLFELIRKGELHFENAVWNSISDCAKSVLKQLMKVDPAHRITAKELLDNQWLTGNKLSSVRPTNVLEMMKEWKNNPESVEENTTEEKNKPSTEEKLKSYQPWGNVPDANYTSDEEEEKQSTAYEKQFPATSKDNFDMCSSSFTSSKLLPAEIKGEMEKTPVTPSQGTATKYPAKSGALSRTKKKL
mut p53 react: mutant p53 pathway re-activators, primary screen, cell-based, SW480, luciferase, single point, HTS; activation, % at 9.98 µM; AID 624151, 2012; 28,000 compounds, 1.5% hits; SW480 PUMA-promoter luciferase, p53 mutant reactivation; in the data active = activation above about 52%
* = called active by the depositor; nt = not tested or not shown.

SMILES	STK33 inh	mut p53 react
COc1ccc(S(=O)(=O)N(C)C[C@@H]2Oc3ccc(NC(=O)C4CCCCC4)cc3CC(=O)N([C@H](C)CO)C[C@@H]2C)cc1	1	nt
C[C@H]1CN([C@@H](C)CO)C(=O)c2cc(NC(=O)Nc3ccccc3)ccc2O[C@H]1CN(C)S(=O)(=O)c1ccccc1	4	nt
CC(=O)O[C@H]1C[C@@]2(C)[C@@H](CC[C@H]3[C@@]4(C)C=CC(=O)[C@@H](C)[C@@H]4[C@H](OC(C)=O)C(=O)[C@@]32C)/C1=C(\CCC=C(C)C)C(=O)O	4	nt
Cc1noc(C)c1NC(=O)N(C)C[C@H]1Oc2ccc(NS(=O)(=O)c3cn(C)cn3)cc2C(=O)N([C@@H](C)CO)C[C@@H]1C	-2	14
O=[N+]([O-])c1ccc(NCCNc2nc3ccccc3nc2N2CCOCC2)cc1	1	-12
CCOc1ccc(NC(=O)CSc2nc(-c3cccs3)cc(C(F)(F)F)c2C#N)cc1	-1	-6
Cc1ccnc(NCc2ccc(N(C)C)cc2)c1	nt	46
c1ccc2c(c1)OCC(c1nnc3sc(-c4ccncc4)nn13)O2 (centres undefined)	0	4
CCN(CC(=O)Nc1ccc(C)c(Cl)c1)S(=O)(=O)c1ccc(Cl)cc1	3	15
COc1ccc(NC(=O)N(C)C[C@H]2Oc3cc(C#CCC(C)C)ccc3S(=O)(=O)N([C@@H](C)CO)C[C@@H]2C)cc1	nt	-44
COc1ccc([N+](=O)[O-])cc1NC(=O)CCN1CCOCC1	4	-15
C[C@@H]1CN([C@@H](C)CO)S(=O)(=O)c2ccc(C3=CCCC3)cc2O[C@H]1CN(C)Cc1ccccc1F	nt	-55
COc1ccc(SCc2cc3c(F)c(F)c(F)c(F)c3o2)cc1	nt	11
O=C(O)CCN1C(=O)c2ccc(NC(=O)c3ccco3)cc2C1=O	3	11
C[C@@H]1CN([C@H](C)CO)C(=O)c2cc(NC(=O)CCCN(C)C)ccc2O[C@@H](C)CCCCO[C@@H]1CN(C)S(=O)(=O)c1ccccc1	nt	3
Cc1ccc(S(=O)(=O)Nc2cccc3c2O[C@H](CN(C)Cc2ccc(Cl)c(Cl)c2)[C@H](C)CN([C@H](C)CO)C3=O)cc1	nt	-7
COc1ccc(NC(=O)CCn2cnc3ccccc3c2=O)cc1OC	-3	4
C[C@@H]1CN([C@H](C)CO)S(=O)(=O)c2ccc(C#Cc3cccc(F)c3)cc2O[C@@H]1CN(C)S(=O)(=O)c1cn(C)cn1	nt	-29
COc1ccc(OCC(=O)Nc2ccc(NC(=O)c3ccco3)c(OC)c2)cc1	-3	16
Cc1cc(C)c(OCC(O)Cn2cnc3ccccc32)c(C)c1 (centres undefined)	-3	16
COc1ccc(CN(C)C[C@@H]2Oc3c(NC(=O)Nc4ccc(F)cc4)cccc3C(=O)N([C@@H](C)CO)C[C@H]2C)cc1	nt	-27
CO[C@H]1C[C@H](O[C@H]2[C@H](C)[C@@H](O[C@@H]3O[C@H](C)C[C@H](N(C)C)[C@@H]3OC(C)=O)[C@@H](C)C[C@]3(CO3)C(=O)[C@H](C)[C@@H](OC(C)=O)[C@@H](C)[C@@H](C)OC(=O)[C@@H]2C)O[C@@H](C)[C@@H]1OC(C)=O	-7	7
COCC#Cc1cnc2c(c1)C(=O)N([C@H](C)CO)C[C@H](C)[C@H](CN(C)Cc1ccc3c(c1)OCO3)O2	nt	5
C[C@H]1CN([C@@H](C)CO)S(=O)(=O)c2ccc(-c3cccnc3)cc2O[C@@H]1CN(C)C(=O)CN(C)C	nt	11
O=C(OCC1=C[C@@H](O)[C@@H]2C=CO[C@@H](O[C@@H]3O[C@H](CO)[C@@H](O)[C@H](O)[C@H]3O)[C@H]12)c1ccc(O)cc1	0	-6
Cc1cccc(NC(=O)CNS(=O)(=O)c2ccc(Br)cc2)c1	5	5
C[C@@H]1CN([C@H](C)CO)C(=O)c2cccc(NC(=O)C3CCOCC3)c2O[C@@H]1CN(C)S(=O)(=O)c1ccc(Cl)cc1	nt	-4
O=C(CN1C(=O)COc2ccc(Cl)cc21)Nc1ccc([N+](=O)[O-])cc1	0	0
Cc1ccc(NC(=O)CNS(=O)(=O)c2ccccc2)c(C)c1	0	-1
Cc1ccc2c(CC(=O)Nc3cccc([N+](=O)[O-])c3)coc2c1C	4	69*
COc1cccc(C=NC=Nc2cccc(OC)c2)c1	nt	38
CCCN(C)C[C@@H]1Oc2ncc(-c3cccc(C(=O)N(C)C)c3)cc2C(=O)N([C@@H](C)CO)C[C@H]1C	nt	5
C/C=C1/[C@H](O[C@@H]2O[C@H](CO)[C@@H](O)[C@H](O)[C@H]2O)OC=C(C(=O)OC)[C@H]1CC(=O)OCCc1ccc(O)cc1	-1	4
C[C@@H]1CN([C@H](C)CO)C(=O)c2cc(NC(=O)CCN3CCOCC3)ccc2O[C@H]1CN(C)Cc1ccc(-c2ccccc2)cc1	0	nt
C[C@@H]1CCCCO[C@@H](CN(C)C(=O)Nc2cccc3ccccc23)[C@H](C)CN([C@H](C)CO)C(=O)c2cc(N(C)C)ccc2O1	nt	-38
Cc1noc(C)c1NC(=O)N(C)C[C@H]1Oc2ccc(NC(=O)Cc3ccccc3)cc2C(=O)N([C@@H](C)CO)C[C@H]1C	nt	3
COC(=O)c1ccn(COc2ccccc2Cl)n1	nt	33
Cc1ccc(C)c(OCC(=O)Nc2cc(C(=O)O)cc(C(=O)O)c2)c1	-3	-18
O=C(CSc1nc2ccccc2c(=O)[nH]1)Nc1ccc(Br)cc1	5	-12
C[C@H](CO)N1C[C@H](C)[C@H](CN(C)C(=O)Nc2cccc3ccccc23)Oc2ccc(NS(=O)(=O)c3ccccc3)cc2CC1=O	-1	-15
Cc1noc(C)c1NC(=O)N(C)C[C@@H]1OCCCC[C@@H](C)Oc2ccc(NS(=O)(=O)c3ccc(Cl)cc3)cc2C(=O)N([C@H](C)CO)C[C@@H]1C	1	nt
Cc1ccc([N+](=O)[O-])cc1N(CC(=O)Nc1ccc(I)cc1)S(C)(=O)=O	0	-87
COC(=O)CCCC(=O)Nc1ccc([N+](=O)[O-])cc1	6	-2
O=C(COc1ccc(C2CCCCC2)cc1)Nc1cccc(-c2nc3ncccc3o2)c1	3	7
CNC[C@@H]1Oc2ncc(C#Cc3ccncc3)cc2C(=O)N([C@H](C)CO)C[C@@H]1C	nt	14
C[C@@H]1CN([C@H](C)CO)C(=O)Cc2cc(NC(=O)Nc3cccc4ccccc34)ccc2O[C@H]1CN(C)C(=O)NC1CCCCC1	nt	-4
CC(Oc1ccccc1-c1ccccc1)c1n[nH]c(=S)n1-c1ccccc1 (centres undefined)	1	nt
O=C(C[C@H]1C[C@H]2c3cc(NC(=O)NC4CCCCC4)ccc3O[C@H]2[C@@H](CO)O1)NCc1ccccn1	nt	6
C[C@@H]1CN([C@@H](C)CO)C(=O)c2cc(NS(=O)(=O)c3cn(C)cn3)ccc2O[C@H]1CN(C)Cc1ccc(Oc2ccccc2)cc1	-1	nt
C=C1CC[C@@H]2C(C)(C)C[C@@H](O)C[C@@]2(C)[C@@H]1CC/C(=C/C(=O)OC)COC(C)=O	-5	-5

(more compounds)
SMILES	STK33 inh	mut p53 react
COc1ccc(OC)c(S(=O)(=O)N(C)CC(=O)Nc2ccc(F)c(Cl)c2)c1	-2	-12
C[C@H](CO)N1C[C@H](C)[C@H](CN(C)Cc2ccc(Oc3ccccc3)cc2)Oc2c(NC(=O)C3CCOCC3)cccc2C1=O	nt	7
COc1ccc(OC)c(NC(=O)COc2cc(C)c(Br)c(C)c2)c1	6	8
CC1(C)Cc2c(c(N3CCCC3)nc3sc4c(NCc5ccco5)ncnc4c23)CO1	1	6
C[C@@H]1CN([C@H](C)CO)C(=O)c2cc(NS(=O)(=O)c3ccc(F)cc3)ccc2O[C@H]1CN(C)Cc1ccc(C(=O)O)cc1	nt	14
COc1ccc(S(=O)(=O)Nc2ccc3c(c2)C(=O)N([C@H](C)CO)C[C@H](C)[C@@H](CN(C)S(=O)(=O)c2ccc(OC)cc2)OCCCC[C@@H](C)O3)cc1	3	nt
C[C@@H]1CN([C@H](C)CO)C(=O)Cc2cc(NS(=O)(=O)c3cn(C)cn3)ccc2O[C@H]1CN(C)Cc1ccc(Oc2ccccc2)cc1	-1	nt
C[C@H](CO)N1C[C@H](C)[C@H](CN(C)S(=O)(=O)c2ccc(Cl)cc2)Oc2ccc(NS(=O)(=O)c3ccc(F)cc3)cc2CC1=O	-3	nt
Cc1c(-c2ccccc2)oc2c(C(=O)OCCN3CCCCC3)cccc2c1=O	4	-2
O=C(NCc1ccco1)C1CCCN(S(=O)(=O)c2ccc(F)cc2)C1 (centres undefined)	1	2

Exported with bars between the fields: part of the list above
SMILES | STK33 inh | mut p53 react
COc1ccc(S(=O)(=O)N(C)C[C@@H]2Oc3ccc(NC(=O)C4CCCCC4)cc3CC(=O)N([C@H](C)CO)C[C@@H]2C)cc1 | 1 | nt
C[C@H]1CN([C@@H](C)CO)C(=O)c2cc(NC(=O)Nc3ccccc3)ccc2O[C@H]1CN(C)S(=O)(=O)c1ccccc1 | 4 | nt

(cont.)
SMILES	STK33 inh	mut p53 react
CCn1c(SCc2nc(-c3cccs3)no2)nnc1-c1cccs1	-6	-5
C[C@H](O)C#Cc1cnc2c(c1)C(=O)N([C@H](C)CO)C[C@H](C)[C@H](CN(C)CC1CC1)O2	nt	6
C[C@@H]1CN([C@@H](C)CO)C(=O)Cc2cc(NC(=O)CCCN(C)C)ccc2O[C@H]1CN(C)C	nt	1
C[C@@H]1CCCCO[C@H](CN(C)C(=O)CCCN(C)C)[C@@H](C)CN([C@@H](C)CO)C(=O)c2cc(N(C)C)ccc2O1	nt	5
Cc1cccc(NC(=O)CSc2nc3c(cc2C#N)CCCCC3)c1	1	91*
C/C=C/c1cnc2c(c1)C(=O)N([C@@H](C)CO)C[C@H](C)[C@@H](CN(C)C(=O)Nc1cccc(OC)c1)O2	nt	6
COc1ccc(OC)c(NC(=O)CNC(=O)c2ccc(OC)c(OC)c2)c1	0	2
Cc1cccc(C)c1OCC(=O)Nc1ccc(O)cc1C(=O)O	-4	6
C[C@@H]1CN([C@H](C)CO)C(=O)Cc2cc(NC(=O)Nc3ccc4c(c3)OCO4)ccc2O[C@@H]1CN(C)C(=O)NC1CCCCC1	-4	-3
O=C(CCSc1nnnn1-c1ccccc1)N1CCOCC1	-3	2
C[C@@H]1CN([C@@H](C)CO)C(=O)Cc2cc(NS(=O)(=O)c3ccc(Cl)cc3)ccc2O[C@@H]1CN(C)C(=O)Nc1ccc2c(c1)OCO2	-2	nt
C[C@@H]1CN([C@H](C)CO)C(=O)Cc2cc(NC(=O)Nc3ccc(F)cc3)ccc2O[C@H]1CN(C)Cc1ccc(-c2ccccc2)cc1	5	nt

Ordered by count of non-hydrogen atoms (ascending): part of the list above
SMILES	STK33 inh	mut p53 react
COC(=O)CCCC(=O)Nc1ccc([N+](=O)[O-])cc1	6	-2
COc1cccc(C=NC=Nc2cccc(OC)c2)c1	nt	38
COc1ccc(SCc2cc3c(F)c(F)c(F)c(F)c3o2)cc1	nt	11
O=C(CN1C(=O)COc2ccc(Cl)cc21)Nc1ccc([N+](=O)[O-])cc1	0	0
COc1ccc(OC)c(S(=O)(=O)N(C)CC(=O)Nc2ccc(F)c(Cl)c2)c1	-2	-12
Cc1c(-c2ccccc2)oc2c(C(=O)OCCN3CCCCC3)cccc2c1=O	4	-2
C[C@H](O)C#Cc1cnc2c(c1)C(=O)N([C@H](C)CO)C[C@H](C)[C@H](CN(C)CC1CC1)O2	nt	6
CC1(C)Cc2c(c(N3CCCC3)nc3sc4c(NCc5ccco5)ncnc4c23)CO1	1	6
C[C@@H]1CN([C@@H](C)CO)C(=O)Cc2cc(NC(=O)CCCN(C)C)ccc2O[C@H]1CN(C)C	nt	1
O=C(OCC1=C[C@@H](O)[C@@H]2C=CO[C@@H](O[C@@H]3O[C@H](CO)[C@@H](O)[C@H](O)[C@H]3O)[C@H]12)c1ccc(O)cc1	0	-6
CCCN(C)C[C@@H]1Oc2ncc(-c3cccc(C(=O)N(C)C)c3)cc2C(=O)N([C@@H](C)CO)C[C@H]1C	nt	5
COCC#Cc1cnc2c(c1)C(=O)N([C@H](C)CO)C[C@H](C)[C@H](CN(C)Cc1ccc3c(c1)OCO3)O2	nt	5
C/C=C1/[C@H](O[C@@H]2O[C@H](CO)[C@@H](O)[C@H](O)[C@H]2O)OC=C(C(=O)OC)[C@H]1CC(=O)OCCc1ccc(O)cc1	-1	4
C[C@@H]1CN([C@H](C)CO)S(=O)(=O)c2ccc(C#Cc3cccc(F)c3)cc2O[C@@H]1CN(C)S(=O)(=O)c1cn(C)cn1	nt	-29
Cc1noc(C)c1NC(=O)N(C)C[C@H]1Oc2ccc(NS(=O)(=O)c3cn(C)cn3)cc2C(=O)N([C@@H](C)CO)C[C@@H]1C	-2	14
C[C@@H]1CN([C@H](C)CO)C(=O)Cc2cc(NC(=O)Nc3cccc4ccccc34)ccc2O[C@H]1CN(C)C(=O)NC1CCCCC1	nt	-4
C[C@@H]1CN([C@H](C)CO)C(=O)c2cc(NC(=O)CCCN(C)C)ccc2O[C@@H](C)CCCCO[C@@H]1CN(C)S(=O)(=O)c1ccccc1	nt	3

Bioassay records from PubChem BioAssay.

Some of the compounds tested; count on the stated rates, not on these rows.
